Compound activity: PubChem BioAssay, Broad Institute
miR122 inh – miR-122 Renilla sensor signal increase in Huh7, primary screen, miR-122 inhibitor project, cell-based, single point, plate reader; Huh7 miR-122 Renilla luciferase sensor, 48 h; neutral wells = 0, positive control = 100; activation (reporter increase), % at 12.5 µM; actives 0.3% (n = 340,000); AID 602342, 2012;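 active = mean replicate activation score at least 90 and every replicate individually at or above 90; inconclusive = only one of the two criteria met; inactive = neither criterion met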;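 note: higher luciferase means less miR-122 activity so hits act as miR-122 inhibitors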
C2C12 statin – suppressors of statin myotoxicity in C2C12 myotubes, primary screen, cell-based, single point, plate reader; C2C12 myotubes + simvastatin, ATP luminescence, 48 h; scaled: DMSO 0, geranylgeraniol control 100; rescue of ATP level, % at 7.49 µM; actives 0.78% (n = 330,000); AID 602340, 2012;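 active = mean ATP rescue above about 67%, or every replicate alone reaching that limit, limit read from the data, passing the limit was not always enough; inconclusive = no clear call, values can overlap the other calls; inactive = mean under the limit and some replicate under it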;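 note: myotubes were challenged with 10 µM simvastatin during compound exposure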
ARNT-TACC3 inh – disruptors of ARNT/TACC3 protein interaction, primary screen, biochemical, AlphaScreen, single concentration; Transforming acidic coiled-coil-containing protein 3 (Homo sapiens), Q9Y6A5; inhibition, % at 9.99 µM; actives 0.66% (n = 390,000); AID 623870, 2012; AlphaScreen His-ARNT PAS-B/GST-TACC3 binding, luminescence; TACC3 fragment carries E629A point mutation;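 active = mean inhibition of replicates at least 50% and at least half of replicates each reaching 50%; inconclusive = half or more replicates reach 50% but mean below 50%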;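 note: 0% = complete ARNT plus TACC3 wells and 100% = ARNT alone without TACC3; many hits fall short of the cut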
ERp5 inh – inhibitors of ERp5-driven insulin aggregation, primary screen, biochemical, turbidity, absorbance 650 nm, single point; Protein disulfide-isomerase A6 (Homo sapiens), Q15084; 90 min; inhibition, % at 9.99 µM; actives 0.05% (n = 350,000);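 active = mean replicate inhibition above about 25%, with every replicate also reaching it, limit read from the data, passing the limit was not always enough; inconclusive = only one of those two criteria met; inactive = neither criterion met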
Target sequence (Q15084 whole entry, looked up): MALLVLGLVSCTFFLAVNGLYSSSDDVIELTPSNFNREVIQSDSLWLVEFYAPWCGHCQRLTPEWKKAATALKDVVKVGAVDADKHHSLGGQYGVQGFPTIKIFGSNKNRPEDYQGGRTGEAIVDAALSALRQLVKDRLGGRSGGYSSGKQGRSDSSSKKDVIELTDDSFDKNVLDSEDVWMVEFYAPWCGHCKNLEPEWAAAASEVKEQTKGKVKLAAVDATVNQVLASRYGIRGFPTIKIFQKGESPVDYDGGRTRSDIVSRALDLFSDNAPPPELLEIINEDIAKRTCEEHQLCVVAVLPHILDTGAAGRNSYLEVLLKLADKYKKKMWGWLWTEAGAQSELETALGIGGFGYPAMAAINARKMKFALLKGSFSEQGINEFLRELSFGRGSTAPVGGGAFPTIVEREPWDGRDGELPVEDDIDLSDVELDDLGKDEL
esBAF inh – Bmi1 luciferase reporter increase in mESCs, primary screen, esBAF inhibitor project, mouse ES cells, Bmi1 luciferase knock-in, single point. reporter increase, % at 12.5 µM. 24 h; 100% = twice the neutral-well signal. actives 2% (n = 350,000); in the data active = activation above about 40%; inconclusive = no clear call, values can overlap the other calls;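 note: 0% = median of the plate's neutral control wells and 100% = double that signal; a rise in the Bmi1 reporter signal indicates esBAF inhibition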
Cneo AK release – Cryptococcus neoformans cell lysis inducers, primary screen, AK release luminescence, single concentration | AID 651654, 2012 | lysis activity, % at 15 µM | C. neoformans lysis, adenylate kinase release luminescence, 4 h; normalised: neutral wells 0, clomiphene wells 100 | actives 0.2% (n = 360,000);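 active = mean lysis activity across replicates of at least 80%, whatever share of replicates individually reach that level; inactive = mean lysis activity below 80%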
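Test system: log-phase Cryptococcus neoformans yeast cells. Input: 5 × 10^6 yeast cells/mL. Medium: fresh YPD growth medium. Doses: single dose. Incubation: static 4 h at 37 °C with compound, 1 h detection. Measured by: luminescent adenylate kinase detection reagent. Read-out: signal increase indicating cell lysis. Benchmarks: Clomiphene.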
SIRT5 inh – SIRT5 desuccinylase inhibitors, primary screen, biochemical, fluorescence imaging, single point, set 5; Purified SirT5, succinyl-peptide AMC, trypsin-coupled fluorescence; inhibition, % at 15 µM; actives 1.1% (n = 330,000); AID 652115, 2013; NAD-dependent protein deacylase sirtuin-5, mitochondrial (Homo sapiens), Q9NXA8; in the data active = inhibition above about 15%; inconclusive = no clear call, values can overlap the other calls
Target sequence (Q9NXA8 whole entry, looked up): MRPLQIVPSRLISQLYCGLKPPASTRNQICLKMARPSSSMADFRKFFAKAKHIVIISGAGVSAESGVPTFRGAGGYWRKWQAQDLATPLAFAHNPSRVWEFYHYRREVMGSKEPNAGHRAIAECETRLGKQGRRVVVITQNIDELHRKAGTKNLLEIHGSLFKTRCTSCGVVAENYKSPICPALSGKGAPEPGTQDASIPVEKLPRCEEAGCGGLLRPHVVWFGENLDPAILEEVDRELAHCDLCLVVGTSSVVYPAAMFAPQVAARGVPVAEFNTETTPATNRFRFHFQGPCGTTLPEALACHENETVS
* marks the source's active call; other numbers are inactive results; ? = inconclusive; . = no result given; [ ] = dose if it differs, or a comment.

The line under a structure holds: miR122 inh, C2C12 statin, ARNT-TACC3 inh, ERp5 inh, esBAF inh, Cneo AK release, SIRT5 inh
- CC1=CC(=O)C2=C(C)CC[C@@H]3[C@H](OC(=O)[C@H]3C)[C@@H]12
  -1, 11, -2, 0, 0, -2, .
- CC(C)(C)c1ccc(C(=O)N2CCC(C(=O)NCc3ccncc3)CC2)cc1
  -2, -10, -65, ., 4, -2, .
- COc1ccccc1CNC(=O)C[C@@H]1CC[C@H]2[C@@H](COC[C@H](O)CN2C(=O)Nc2ccccc2)O1
  -4[16.7 µM], -1, 10, 0, 8, 1, 1
- O=C(NCCCN1CCOCC1)C1CC(=O)N(c2ccccc2)C1 (stereo unspecified)
  -1, 2, -28, -2, -2, ., -2
- C[C@@H]1CN([C@H](C)CO)C(=O)c2cc(NC(=O)c3ccncc3)ccc2O[C@H]1CN(C)Cc1ccc(C(=O)O)cc1
  -4[16.7 µM], -4, 24, -2, 3, 0, 0
- CCOP(=O)(OCC)C(NC(=O)Nc1ccc(Cl)cc1)c1ccccc1 (stereo unspecified)
  -13, 4, -2, ., -4, 0, .
- Cc1cccnc1Nc1nc(-c2ccccc2)cs1
  ., 15, -3, -6, 21, -5, -1
- O=C(NCC1CCCO1)c1ccc(COc2ccccc2)o1 (stereo unspecified)
  ., ., 2, 3, ., ., -3
- OC(c1ccccc1)c1ccccc1CN1CCCNC1=S (stereo unspecified)
  1, -10, ., 2, -2, 2, .
- CCOc1cc(/C=C2/C(=N)N3C(=NC2=O)SN=C3S(C)(=O)=O)ccc1OS(=O)(=O)c1ccccc1
  ., -8, 11, ., 7, 27, .
- CCCn1c(SCC(=O)c2[nH]c(C)c(C(C)=O)c2C)n[nH]c1=O
  1, -14, 3, 4, -2, -3, -1
- CCN(CC)c1ncnc2c1cnn2Cc1ccc(Cl)cc1
  ., ., -21, 1, ., ., -2
- COC(=O)c1ccccc1N/C=C/C(=O)c1ccc(Br)cc1
  -6, -13, 8, 2, 35, 12, .
- COc1ccc(Cc2nc3ccc(C(=O)NCC4COCCO4)cc3o2)cc1 (stereo unspecified)
  ., 1, 7, 4, -4, 4, 0
- Cc1ccc(OCc2cc(C(=O)N3CCCC(O)C3)no2)cn1 (stereo unspecified)
  0, 7, 4, 4, 15, -1, -3
- COc1ccc(-c2cc(C(=O)Nc3ccc4c(c3)OCO4)no2)cc1OC
  ., 4, 3, -3, -4, 0, 2
- OCC1(CC2CCCCO2)CCN(Cc2nc3ccccc3[nH]2)CC1 (stereo unspecified)
  -5, -3, -5, 0, -1, 0, 0
- Cc1ccc(Cn2c(CCC(=O)O)nc3ncccc3c2=O)cc1
  ., 7, 0, 3, -8, 1, -4
- COCCOC(=O)C1=C(C)NC(=O)NC1c1cn(-c2ccccc2)nc1-c1cccs1 (stereo unspecified)
  3, -4, -1, ., 7, 1, .
- CCC(=O)Nc1ccc2c(c1)OC[C@H](C)N(Cc1cccnc1)C[C@H](C)[C@H](OC)CN(C)C2=O
  ., -13, ., 29*, 0, 0, 10
- CC(NC(=O)c1ccc(CS(C)(=O)=O)cc1)C1CC2CCC1C2 (stereo unspecified)
  -1, 1, -6, -2, 2, 0, -2
- CCOc1cc2nc3c4ccccc4n(C)c3nc2cc1OCC
  ., ., 16, -1, ., ., -2
- CCc1c(C2(O)CCCCC2)[nH]c2cnccc12
  -2, -4, -1, 3, -3, 8, .
- Cn1c(N)c(C(=O)CSc2nnc(C3CC3)n2N)c(=O)n(C)c1=O
  ., -8, ., -9, -5, 1, 19*
- CCc1c(C)nc2cc(-c3ccc(OC)c(OC)c3)nn2c1N1CCCC1
  -1, -7, 2, ., 8, ., .
- CCCCn1c(CCC(=O)O)ccc1-c1cccs1
  ., -1, ., -3, 3, 0, .
- CC(=O)N1CCc2cc(S(=O)(=O)C(C)CC(=O)NCc3ccc(C)o3)ccc21 (stereo unspecified)
  4, -1, ., -1, -5, -1, -4
- Cc1cc(C)nc(SCc2ccc(C(=O)N/N=C/c3ccncc3)cc2)n1
  ., ., 1, 0, ., ., 0
- CCc1ccccc1NC(=O)CCCSc1nc2ccccc2s1
  15, 11, -3, 6, 2, -2, 0
- CCCCn1c(N)c(N(CC(C)C)C(=O)c2cccc(S(=O)(=O)N(C)c3ccc(C)cc3)c2)c(=O)[nH]c1=O
  -7, 9, -5, -4, 0, -1, 6
- Cc1nc(NCC2CCCO2)nc2c1C(=O)CC(C)(C)C2 (stereo unspecified)
  4, -2, 32, 6, 2, 1, -8
- CCOC(=O)c1ccc(S(=O)(=O)N2CCN(CC(O)COc3cccc(C(C)=O)c3)CC2)cc1 (stereo unspecified)
  -2, -3, -13, -5, -8, 11, 1
- CCn1c(Cc2ccccc2)nnc1SCC(=O)N1CCCC1=O
  ., ., 1, -4, ., 2, 2
- Cc1c(Nc2cc(N3CCCC(C)C3)c3nonc3c2[N+](=O)[O-])c(=O)n(-c2ccccc2)n1C (stereo unspecified)
  3, 2, -5, ., -4, -1, .
- O=C/C=C/c1c(-c2ccccc2)cc2oc3ccccc3cc1-2
  9, 40, -7, 0, 7, -2, 0
- COc1ccc([Si](C)(C)[C@@H]2[C@@H](CCO)O[C@]3(C(=O)N(Cc4ccccc4)c4ccc(N5CCOC5=O)cc43)[C@H]2C)cc1
  ., ., 7, -5, ., 0, 14
- CCNC(=O)C[C@H]1CC[C@@H]2[C@H](COC[C@H](O)CN2S(=O)(=O)c2ccccc2F)O1
  -3[16.7 µM], 4, 2, 0, 2, 7, 2
- Oc1[nH]c2ccccc2c1N=Nc1c(F)c(F)c(C(F)(F)F)c(F)c1F
  ., -14, 1, 4, 3, -1, 0
- O=S(=O)(c1ccccc1)N1CCN(C(=S)Nc2ccc(F)cc2)CC1
  13, ., 1, ., ., -8, .
- COc1ccc(C(=O)OCc2ccc(C)cc2)cc1S(=O)(=O)N1CCOCC1
  7, 1, -3, 0, 1, -1, -1

Among those listed so far, 2 have a Cl atom:
The line under a structure holds: miR122 inh, C2C12 statin, ARNT-TACC3 inh, ERp5 inh, esBAF inh, Cneo AK release, SIRT5 inh
- CCOP(=O)(OCC)C(NC(=O)Nc1ccc(Cl)cc1)c1ccccc1 (stereo unspecified)
  -13, 4, -2, ., -4, 0, .
- CCN(CC)c1ncnc2c1cnn2Cc1ccc(Cl)cc1
  ., ., -21, 1, ., ., -2

Returning to the listing, repeating the 7 entries before the break.
The line under a structure holds: miR122 inh, C2C12 statin, ARNT-TACC3 inh, ERp5 inh, esBAF inh, Cneo AK release, SIRT5 inh
- Cc1c(Nc2cc(N3CCCC(C)C3)c3nonc3c2[N+](=O)[O-])c(=O)n(-c2ccccc2)n1C (stereo unspecified)
  3, 2, -5, ., -4, -1, .
- O=C/C=C/c1c(-c2ccccc2)cc2oc3ccccc3cc1-2
  9, 40, -7, 0, 7, -2, 0
- COc1ccc([Si](C)(C)[C@@H]2[C@@H](CCO)O[C@]3(C(=O)N(Cc4ccccc4)c4ccc(N5CCOC5=O)cc43)[C@H]2C)cc1
  ., ., 7, -5, ., 0, 14
- CCNC(=O)C[C@H]1CC[C@@H]2[C@H](COC[C@H](O)CN2S(=O)(=O)c2ccccc2F)O1
  -3[16.7 µM], 4, 2, 0, 2, 7, 2
- Oc1[nH]c2ccccc2c1N=Nc1c(F)c(F)c(C(F)(F)F)c(F)c1F
  ., -14, 1, 4, 3, -1, 0
- O=S(=O)(c1ccccc1)N1CCN(C(=S)Nc2ccc(F)cc2)CC1
  13, ., 1, ., ., -8, .
- COc1ccc(C(=O)OCc2ccc(C)cc2)cc1S(=O)(=O)N1CCOCC1
  7, 1, -3, 0, 1, -1, -1
- Cc1ccccc1OCC(=O)NN1Cc2ccccc2C1=N
  1, ., -12, ., 0, -1, .
- Cc1nc2ccc(N)cc2s1
  -1, 3, 2, 12, -29, -1, .
- N#Cc1ccccc1OCC(=O)NNC(=O)CNC(=O)c1cccc(Br)c1
  ., 3, -2, 1, 1, 1, -3
- CC(C)N(Cc1nc(-c2ccccc2)no1)C(=O)c1ccc([N+](=O)[O-])cc1
  ., ., -2, -4, ., ., -4
- COCC(=O)N1C[C@@H]2[C@H](c3ccccc31)[C@H](CO)N2C(=O)C1CCCCC1
  -2[16.7 µM], -7, 5, 2, 3, -1, -2
- Cc1cccc(C)c1NC(=S)/N=C/N(C)C
  1, -27, 0, 2, 3, -6, -1
- O=C(c1ccc(C(=O)N2CCN(c3ccccc3F)CC2)nc1)N1CCN(c2ccccc2F)CC1
  -1, 13, 3, 5, -1, 3, 0
- O=[N+]([O-])c1ccc2c(c1)nc1n2CCCCC1
  -7, ., -2, -7, ., ., 17*
- CC(C)(C)/C(O)=C/c1nc2cc(Cl)ccc2oc1=O
  0, ., -4, ?, ., -1, 1
- CN(C)CC/C=C1/c2cc(F)ccc2Sc2ccc(Cl)cc21
  -3, 6, 23, -9, -10, -4, -3
- COCCn1c(CN(C)Cc2ccccc2)nc2c1c(=O)n(C)c(=O)n2C
  -6, 1, 0, 0, 5, 3, 8
- COC(=O)C1=C(Nc2ccc(C)cc2)C=C(C)C(C(=O)OC)C1c1ccc(OC)cc1 (stereo unspecified)
  16, -6, 4, ., -6, -2, .
- CCOC(=O)c1c(C)[nH]c(C(=O)CSc2nnnn2-c2ccc(C)cc2)c1C
  -1, 40, -7, -16, 6, 1, 0
- O=C(NNC(=O)C1[C@H]2CCCC[C@@H]12)Nc1cccc2ccccc12 (stereo partly specified)
  2, ., -2, 4, ., 2, -5
- CCOC(=O)CSc1cc(C)nc2ccc(OC)cc12
  ., ., -6, 2, ., ., 11
- Cc1ccc(-n2cc(CNCCCn3cccn3)c(-c3cccc(C)c3)n2)cc1
  -24, ., 7, 10, ., 4, -9
- Cc1ccnc(N2CCC(C(=O)NCc3ccccc3F)CC2)n1
  ., -1, -2, -7, -5, ., -1
- CC1=NC(=O)C(N=Nc2cccc(O)c2)N1c1ccccc1 (stereo unspecified)
  14, 35, 3, ., 36, ., .
- C[C@@H]1CN([C@@H](C)CO)C(=O)c2cccc(NC(=O)C3CCCCC3)c2O[C@@H]1CN(C)C(=O)Nc1ccccc1
  -6[16.7 µM], 20, -2, 2, 8, 57, 2
- CC(=O)c1cccc(N(CC(=O)NC2CCCCC2)C(=O)c2csnn2)c1
  ., 5, -1, 2, 1, 0, -4
- S=C(NCCN1CCOCC1)N/N=C/c1ccccc1
  4, -7, -1, -1, -2, 0, -5

Compounds were not picked by outcome; overall some 4% were active at least once.
